# High-throughput results from PubChem.
# CBFb-RUNX1 inh: inhibitors of human CBF-beta and RUNX1 interaction; Q01196+Q13951; AlphaScreen CBFb-His/RUNX1-biotin binding, biochemical; Potency, µM (top dose mostly 59.8 µM), for the others: at the top dose activity, negative = inhibition, usual class: inhibitors; 230,000 tested, under 10 active; note: % of control where 0% means no effect
# Target sequence (Q01196 whole entry, looked up): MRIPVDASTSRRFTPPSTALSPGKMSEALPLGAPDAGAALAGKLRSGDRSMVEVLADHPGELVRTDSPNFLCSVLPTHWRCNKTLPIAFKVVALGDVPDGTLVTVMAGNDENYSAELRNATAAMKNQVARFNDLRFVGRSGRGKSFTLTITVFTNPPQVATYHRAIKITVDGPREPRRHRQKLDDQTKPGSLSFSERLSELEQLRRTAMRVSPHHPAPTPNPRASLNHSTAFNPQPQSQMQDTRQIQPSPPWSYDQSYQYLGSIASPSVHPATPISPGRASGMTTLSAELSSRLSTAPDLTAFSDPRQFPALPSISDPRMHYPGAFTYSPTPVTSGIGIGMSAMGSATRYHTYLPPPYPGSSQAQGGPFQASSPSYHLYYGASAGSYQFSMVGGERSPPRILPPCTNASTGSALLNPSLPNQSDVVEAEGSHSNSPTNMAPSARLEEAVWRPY
# Target sequence (Q13951 whole entry, looked up): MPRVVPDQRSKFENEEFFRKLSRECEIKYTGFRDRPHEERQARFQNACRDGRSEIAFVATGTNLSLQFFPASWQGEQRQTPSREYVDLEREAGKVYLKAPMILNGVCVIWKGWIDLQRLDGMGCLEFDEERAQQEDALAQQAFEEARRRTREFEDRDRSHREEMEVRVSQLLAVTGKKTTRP
#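 Read-out: AlphaScreen. Format: His-CBF-beta with biotinylated RUNX1 (30 nM each) preincubated 20 min, compound 15 min, Ni-chelate plus streptavidin beads 90 min; room temperature throughout.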
# LMNA splice mod: LMNA splicing modulation; AID 1487; hit rate 0.01% among 200,000; HeLa LMNA splicing GFP/RFP minigene ratio, 48 h; Potency, µM (highest dose often 46.1 µM), for inactives: at the top dose ratio change, negative = inhibition, most hits filed as inhibitors; active = well fitted inhibition curve with a large enough effect in the signal ratio, with a control signal flat, not every such curve was filed as active; inconclusive = small, poorly fitted or top-dose-only effect, or effect the other way, or a change in a side signal; the % refers to the signal ratio; note: potency is the fitted concentration of half-maximal effect; % is set by controls: 0 for no effect and ±100 for the full control effect
#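 S3 HeLa cells stably expressing lamin A-EGFP splicing minigene plus DsRed2, 600 cells/well, 48 h compound exposure at 37C. Laser-scanning cytometry; analysed as GFP (500-530 nm)/RFP (575-640 nm) total intensity ratio; 0.5% DMSO vehicle.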
# SMN2 splice enh: enhancers of SMN2 splice variant expression. hit rate 2.8% among 210,000. AID 1458. Potency, µM (series often up to 46.1 µM), for the others: at the highest dose activity change, positive = activation, most hits filed as activators. HEK293 SMN2-luciferase splicing reporter, luminescence, 30-36 h; note: potency is the fitted concentration of half-maximal effect; % of control where 0% means no effect; nearly all actives have a fitted effect of over 55% in size
#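 qHTS luciferase splicing reporter: luminescence rises when SMN2 exon 7 is included in transfected HEK293 cells. Compound exposure lasted 30-36 h at 37C, with 4.5 mM final sodium butyrate as control, followed by a ONE-Glo read.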
# HTT aggregate: reduces HttQ103-GFP aggregates in PC12 cells | hit rate 1.1% among 220,000 | AID 1688 | Potency, µM (highest dose often 46.1 µM), for inactives: at the highest dose activity change, negative = inhibition, actives largely listed as inhibitors | PC12 HttQ103-GFP aggregates, Acumen cytometry, 40 h; note: potency is the fitted concentration of half-maximal effect; % is set by controls: 0 for no effect and ±100 for the full control effect; nearly all actives have a fitted effect of over 60% in size
#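 Aggregates are detected as GFP objects 1–25 µm with signal 6 STDEV over background in lysates of induced PC12 cells. These carry Huntingtin exon 1 with 103 glutamines fused to GFP under an ecdysone promoter; compounds titrated.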
# HTT cytoprotect: Huntington cell model cytoprotection by ATP luminescence. PC12 HTT-Q103 induced, cytoprotection, ATP luminescence, 40 h. Potency, µM (highest dose often 56.4 µM), inactives show cytoprotection (ATP increase), usual class: activators. hit rate 0.14% among 230,000. AID 1471;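 note: potency is the fitted concentration of half-maximal effect; % of control where 0% means no effect; nearly all actives have a fitted effect of over 45% in size; toxic huntingtin expression switched on by the ecdysone agonist tebufenozide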
#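 ATP quantification (ATPlite) reports survival of PC12 cells in which tebufenozide, 100 nM final, switches on Htt exon 1 with 103 glutamines linked to GFP; compounds are titrated.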
# Luc counter: blocks Kinase-Glo luciferase, a counter-screen artifact | hit rate 0.28% among 200,000 | Potency, µM (doses to about 38.3 µM), for the others: at the highest dose activity change, negative = inhibition, actives largely listed as inhibitors | Kinase-Glo luciferase, ATP luminescence, 8 min; note: potency is the fitted concentration of half-maximal effect; % is set by controls: 0 for no effect and ±100 for the full control effect; nearly all actives have a fitted effect of over 60% in size
#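 Compound is pinned into ATP-containing buffer (10 uM ATP, imidazole pH 7.2, 7 mM MgCl2). Kinase-Glo luciferase reagent is then added. Light output is recorded following an 8-min room-temperature incubation.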
# IMPase Li inh: cell-permeable IMPase inhibitors with lithium potentiation. CHO-M1 cells, IP1 TR-FRET (IP-One), carbachol + lithium. Potency, µM (highest dose often 59.4 µM), without a hit: at the highest dose activity, negative = IMPase inhibition, actives largely listed as inhibitors. hit rate 0.35% among 210,000. AID 1457;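 note: IP1 builds up when IMPase is blocked and the TR-FRET signal falls; potency is the fitted concentration of half-maximal effect; plate controls were basal vehicle for no effect and high inhibitor control for full effect; nearly all actives have a fitted effect of over 50% in size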
#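 CHO cells stably expressing M1 receptor (2000/well) were cultured 16–30 h, then exposed to compounds with a small lithium addition for 30 min at 37C. IP1 was measured by TR-FRET competition; AC50 from Hill fits.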
# Active calls of the source: *; ? = inconclusive; nt = no result given; [ ] = dose if it differs, or a comment. Unless noted, calls come from the whole dose curve; as a rule, active = well fitted curve in the direction sought with a large enough effect; inconclusive = small, poorly fitted or top-dose-only effect, or another doubt; inactive = no such curve, though single readings can be large; an effect the other way counts as inactive or inconclusive. Rows were taken by chance; any-hit rate near 4%.
SMILES	CBFb-RUNX1 inh	LMNA splice mod	SMN2 splice enh	HTT aggregate	HTT cytoprotect	Luc counter	IMPase Li inh
CCOc1ccc(-c2nn(-c3ccccc3)cc2/C=C2\SC(N)=NC2=O)cc1C	1.3%	3.0%	-9.5%	2.0%	-21.3%	0.7%	-27.8%[38.3 µM]
COc1cc2c3cc1Oc1cc(ccc1O)CC1c4c(cc(OC)c(O)c4Oc4ccc(cc4)CC3N(C)CC2)CC[N+]1(C)C (centres undefined)	nt	6.8%	-1.0%	nt	nt	2.2%	0.3%
COc1ccc(NC(=O)COC(=O)[C@@H]2CCCN2S(=O)(=O)c2ccccc2F)c(OC)c1	2.8%	20.4%[46 µM]	10.7%	-8.4%	-13.8%	5.4%	-0.9%
O=c1[nH]c(=O)n(Cc2ccccc2)c2nc(-c3cccs3)n(CCO)c12	1.8%	7.2%[46 µM]	nt	12.7%[9.22 µM]	-1.9%[10 µM]	nt	nt
CN(c1ccccc1)S(=O)(=O)c1cccc(NC(=O)Cc2c(F)cccc2Cl)c1	8.1%	?	-5.0%	-31.6%	-22.8%[10 µM]	3.2%	5.6%
C/C(=N\NC(=O)CC1N=C(Cc2ccccc2)NNC1=O)c1ccncc1 (centres undefined)	8.6%	nt	nt	23.6%[9.22 µM]	-0.3%[10 µM]	nt	nt
O=C(NC1CC1)C1=C[C@@H](c2ccccc2)C[C@@H](OCCCCO)O1	21.0%	nt	nt	7.4%[9.22 µM]	9.2%[10 µM]	nt	-11.9%
CCC1CCCCN1C(=O)CSc1nnc(-c2ccc(Cl)s2)o1 (centres undefined)	4.4%	?	-13.0%	-8.7%	-27.1%	5.2%	-5.6%[38.3 µM]
CCOC(=O)c1sc(Nc2ccc(F)cc2)nc1C	6.0%	?	4.5%	-25.0%	-52.0%[inhibitor]	-1.7%	-7.9%
CCC(C)NC(=O)C1CCN(S(=O)(=O)c2cccc3cccnc23)CC1 (centres undefined)	-1.3%	-4.2%	19.8%	-6.7%	9.4%	14.9%	6.0%[38.3 µM]
CCOc1cc(/C=N/NC(=O)CCc2n[nH]c(=O)[nH]c2=O)ccc1O	10.7%	nt	2.1%	35.7%	nt	-4.3%	5.5%
Cc1nnc(SCCC(C)C)[nH]c1=O	3.6%	1.3%	1.5%	11.6%	-10.3%	-4.6%	-8.1%[38.3 µM]
O=[N+]([O-])c1ccc(-c2cnc(SCc3ccccc3Cl)[nH]2)cc1	-21.9%	?	-3.2%	?	-36.7%	-0.8%	15.3%[38.3 µM]
CC(C)(C)OC(=O)NCCCC[C@H](NC(=O)c1nc[nH]c1C(=O)NC1CCN(C(=O)OC(C)(C)C)CC1)C(=O)OC(C)(C)C	5.0%	nt	nt	-14.4%[9.22 µM]	-9.9%[10 µM]	nt	nt
Cc1ccc(-n2c(=O)[nH]cc(C(=O)N3CCc4ccccc43)c2=O)cc1C	10.4%	-4.5%	2.1%	-12.6%	-7.9%[10 µM]	1.9%	31.5%[activator][38.3 µM]
Cc1ccccc1N(CC(=O)NCc1ccco1)C(=O)CCC(=O)Nc1nccs1	-1.3%	12.6%[46 µM]	nt	-1.7%[9.22 µM]	12.6%[10 µM]	1.0%	4.8%
O=C(Cc1ccccc1)Nc1c[nH]c(=O)[nH]c1=O	-3.5%	-9.6%	?	-0.1%	-3.2%[10 µM]	2.1%	-8.0%
CCN(c1ccccc1)S(=O)(=O)c1cc(NC(=O)COC(=O)C2CC2)ccc1Cl	-6.0%	nt	nt	6.2%	-3.8%	nt	-6.5%
CCOP(=O)(OCC)C(Nc1cccc(C(F)(F)F)c1)c1ccc(F)cc1 (centres undefined)	15.6%	?	-16.5%	-9.8%	13.4%[10 µM]	-3.8%	4.6%
CN(C)c1ncc2nc(-c3ccc(Cl)cc3)c(=O)n(C[C@H]3CCCO3)c2n1	nt	5.6%	nt	nt	-29.3%	nt	13.0%

# A draw from above in order of number of heavy atoms, low to high.
SMILES	CBFb-RUNX1 inh	LMNA splice mod	SMN2 splice enh	HTT aggregate	HTT cytoprotect	Luc counter	IMPase Li inh
CCC1CCCCN1C(=O)CSc1nnc(-c2ccc(Cl)s2)o1 (centres undefined)	4.4%	?	-13.0%	-8.7%	-27.1%	5.2%	-5.6%[38.3 µM]
O=c1[nH]c(=O)n(Cc2ccccc2)c2nc(-c3cccs3)n(CCO)c12	1.8%	7.2%[46 µM]	nt	12.7%[9.22 µM]	-1.9%[10 µM]	nt	nt
CCOP(=O)(OCC)C(Nc1cccc(C(F)(F)F)c1)c1ccc(F)cc1 (centres undefined)	15.6%	?	-16.5%	-9.8%	13.4%[10 µM]	-3.8%	4.6%
CN(c1ccccc1)S(=O)(=O)c1cccc(NC(=O)Cc2c(F)cccc2Cl)c1	8.1%	?	-5.0%	-31.6%	-22.8%[10 µM]	3.2%	5.6%

# (cont.)
SMILES	CBFb-RUNX1 inh	LMNA splice mod	SMN2 splice enh	HTT aggregate	HTT cytoprotect	Luc counter	IMPase Li inh
O=C(O)CCC(=O)Nc1ccc(F)cc1	4.9%	7.7%	11.2%	-5.1%	9.6%	16.8%	16.4%[38.3 µM]
CNC(=O)C12N=CNN=C1N(C)C(=O)N2C (centres undefined)	3.4%	nt	-9.1%	-1.0%	0.7%	1.8%	-14.1%
Cc1c(NC(=O)C(c2ccccc2)c2ccccc2)cccc1C(=O)O	3.5%	nt	nt	-21.3%[9.22 µM]	20.1%[10 µM]	nt	nt
Cc1nc(C(C)N(C)Cc2nc(Cc3ccccc3F)no2)c(C)s1 (centres undefined)	6.4%	nt	nt	5.7%[9.22 µM]	-11.8%[10 µM]	nt	nt
COc1ccc(C2NC(=O)c3sc4nc(C)c(C(C)=O)c(-c5ccc(Cl)cc5)c4c3N2)cc1 (centres undefined)	1.1%	-2.1%	-12.1%	22.1%	-10.6%	-5.0%	-21.4%[38.3 µM]
COc1ccc(OC)c(C2C3=C(CC(C)(C)CC3=O)Nc3nnnn32)c1 (centres undefined)	2.0%	-5.4%	14.0%	5.6%	25.7%[10 µM]	3.1%	0.2%
CC(C)(C)c1cc[n+](-c2nc([O-])sc2C=O)cc1	5.5%	7.3%	-3.4%	8.7%	nt	4.6%	-8.4%
Cc1ccc(C(=O)C2=C(O)C(=O)N(c3ncccn3)C2c2ccc(Cl)cc2)o1 (centres undefined)	-1.5%	-16.5%	-14.0%	-8.8%	11.7%[10 µM]	1.7%	12.6µM*
CCCC(=O)Nc1ccc(Br)cn1	4.2%	12.5%	23.1%	8.0%	-7.1%	-1.5%	-13.8%[38.3 µM]
CCOc1ccc(-c2cc(N)n(S(=O)(=O)c3cccc4nsnc34)n2)cc1	-25.9%	nt	nt	-9.0%[9.22 µM]	-12.1%[10 µM]	nt	nt
COc1ccc(NC(=O)N(C2CCCCC2)C(C)c2ccco2)c(OC)c1 (centres undefined)	-3.7%	15.1%	-5.8%	7.9%	-7.4%	0.9%	21.9%[38.3 µM]
c1cncc(C(c2nnnn2C2CCCC2)N2CCN(Cc3ccc4c(c3)OCO4)CC2)c1 (centres undefined)	0.2%	-6.0%	-1.0%	9.9%	-24.4%	0.1%	-0.1%[38.3 µM]
O=c1[nH]c(S)c(/C=C2\C=Nc3ccccc32)s1	?	nt	nt	-14.7%[9.22 µM]	-10.3%[10 µM]	nt	nt
O=C(Cn1cccc1C(=O)c1ccccc1)NCCCN1CCc2ccccc2C1	0.4%	nt	nt	-10.6%	-12.1%	nt	-8.5%
N/C(COc1ncn(-c2ccccc2)n1)=N\S(=O)(=O)c1ccc(Cl)cc1Cl	4.7%	-4.3%[46 µM]	?	11.6%	-39.5%	4.2%	-6.9%
Cc1ccc(C)c(NC(=O)C(NCC(C)(C)N2CCOCC2)c2ccccc2)c1 (centres undefined)	-1.8%	nt	7.4%	0.2%	-26.4%	0.0%	18.5%
CN1CCN(NC(=O)COc2cccc(C(F)(F)F)c2)CC1	-9.2%	-2.7%	9.0%	-5.6%	8.1%[10 µM]	-2.1%	1.2%
Cc1cc(C)n2nc(C(=O)Nc3ccccc3N3CCOCC3)nc2n1	2.7%	-0.4%	0.2%	10.3%	-9.9%	2.1%	0.0%[38.3 µM]
CCOc1ccccc1N=c1oc2cc(O)ccc2cc1C(=O)NCC1CCCO1 (centres undefined)	5.7%	-4.7%	-5.3%	?	-33.9%	8.8%	20.8%[38.3 µM]
COc1ccc(O)c(C=Nc2cc(C)on2)c1	7.1%	1.2%	-3.4%	-5.7%	-8.2%	10.8%	-8.0%[38.3 µM]
CCC(C)(C)NC(=O)C(OC(=O)c1ccco1)c1ccccc1OC (centres undefined)	7.0%	0.3%	?	-9.9%	-0.5%	3.4%	17.5%[38.3 µM]
O=C(Oc1ccc2ccc(=O)oc2c1)C1CCCCC1	-0.1%	-6.3%	2.3%	-7.1%	nt	-4.4%	-13.8%
Cc1ccc(NC(=O)CCn2c(=O)oc3ccccc32)cc1	-1.1%	-0.7%	-7.7%	6.7%	7.3%	0.7%	-3.3%[38.3 µM]
COc1ccccc1NC(=S)N(Cc1ccc(C)cc1)Cc1cccnc1	3.2%	nt	1.7%	11.5%	-4.5%	-1.8%	-8.0%
Fc1ccc(CNC(=S)Nc2ccc(OC(F)F)cc2)cc1	-3.0%	?	-9.1%	?	-1.2%[10 µM]	-2.8%	10.6%
CCN(CCCNC(=O)C1CCN(S(=O)(=O)N2CCC3(CC2)OCCO3)CC1)c1ccccc1	-4.8%	-10.3%	-24.6%	-7.4%	-19.6%	-3.1%	1.1%[38.3 µM]
CN(C(=O)Cc1c[nH]c2ccccc12)C(C(=O)Nc1ccc2c(c1)OCO2)c1ccccc1 (centres undefined)	-28.6%	-7.3%	-3.2%	17.5%	7.4%[10 µM]	0.2%	7.3%
O=C(NN1C(=O)c2ccccc2NC1c1cccnc1)c1ccc([N+](=O)[O-])cc1 (centres undefined)	0.8%	nt	-6.0%	-4.7%	15.0%	-1.9%	-6.7%
CC(=O)Nc1ccc(C(O)(C(F)(F)F)C(F)(F)F)cc1	-11.2%	8.0%[46 µM]	-6.3%	-4.8%	-18.7%	3.9%	-7.5%
O=c1[nH]c(-c2ccc(O)cc2)nc2scc(-c3cccs3)c12	16.7%	5.3%[46 µM]	nt	2.4%[9.22 µM]	-18.2%[10 µM]	nt	nt
